# GASC1 inh: inhibitors of human demethylase GASC-1 KDM4C | inhibition, % at 12.5 µM | Q9H3R0 | AID 720574 | GST-KDM4C 2-372, H3K9me3 peptide, LANCE TR-FRET | hit rate 0.15% among 96,000;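 active = mean replicate inhibition above about 25%, with at least 55% of replicates also reaching it, limit read from the data, passing the limit was not always enough; inconclusive = only one of those two conditions met; inactive = neither condition met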
# Target sequence (Q9H3R0 2-372 limits assumed): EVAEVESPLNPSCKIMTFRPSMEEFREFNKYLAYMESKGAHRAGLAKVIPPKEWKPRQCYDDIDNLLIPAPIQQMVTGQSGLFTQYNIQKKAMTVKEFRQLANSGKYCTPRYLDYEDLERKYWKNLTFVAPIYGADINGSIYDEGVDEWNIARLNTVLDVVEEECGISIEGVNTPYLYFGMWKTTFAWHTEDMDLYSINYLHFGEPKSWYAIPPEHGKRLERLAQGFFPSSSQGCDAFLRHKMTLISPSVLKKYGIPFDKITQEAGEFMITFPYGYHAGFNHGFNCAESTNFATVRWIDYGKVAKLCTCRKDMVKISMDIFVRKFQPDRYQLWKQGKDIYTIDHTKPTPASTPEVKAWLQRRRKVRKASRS
#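 System: N-terminal GST-fused human GASC-1 (KDM4C) fragment, residues 2-372 / Amount: 10 nM GST-KDM4C in enzyme reaction / Also added: H3K9me3 peptide with Fe(II)/2OG / Times: 30 min demethylation and 1 h detection at room temperature / Signal: LANCE TR-FRET / Read-out basis: Fall in 671/618 emission ratio as inhibition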
# T cruzi growth: blocks T. cruzi growth in NIH3T3 culture | T. cruzi beta-gal in NIH3T3, GalScreen luminescence, 90 h | inhibition, % at 8.34 µM | hit rate 5.9% among 77,000;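 active = mean inhibition above about 93%, with at least 55% of replicates each passing it, limit read from the data, passing the limit was not always enough; inconclusive = only one of those two conditions holds; inactive = neither condition holds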
# C diff HTS: blocks growth of Clostridium difficile; Clostridium difficile clinical isolate growth, OD600, 24 h; stronger effect = lower value; hit rate 0.25% among 86,000; AID 1259249; growth activity, negative = inhibition, % at 16 µg/mL (by protocol);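 active = mean growth activity at or below -80% and every replicate also at or below -80%; inconclusive = mean at or below -80% but some replicate above -80%; inactive = mean growth activity above -80%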;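 note: 0% = DMSO wells and -100% = levofloxacin 16 µg/mL wells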
# Pf Dd2 inh: inhibitors of Plasmodium falciparum Dd2 growth | P. falciparum Dd2 growth, SYBR Green, 72 h; stronger effect = lower value | activity change, % at 10 µM | hit rate 2.3% among 94,000 | AID 1159554; in the data active = activity change below about -80%; inconclusive = no clear call, values can overlap the other calls
# The depositor's hits bear a star; u = inconclusive; x = no result given; & = joins results of further samples.
SMILES,GASC1 inh,T cruzi growth,C diff HTS,Pf Dd2 inh
CN(C)CC#Cc1cccc(-c2nc(C(=O)N[C@@H]3CCN(Cc4ccccc4)C3)cc3c2[C@H](CCO)N(S(=O)C(C)(C)C)C3)c1 (some centres not stated),x,x,1,-85*
CN1c2ccc(Br)cc2[C@H]2[C@H](CCN2S(=O)(=O)c2cccc(F)c2)[C@H]1CO,0.5,u,4,30
C[C@H]1CN([C@@H](C)CO)C(=O)c2cc(NC(=O)c3ccncc3)ccc2O[C@H]1CN(C)C(=O)Nc1ccc(C(F)(F)F)cc1,0.6,77,0,3
O=C(C1CC1)N1CC(=O)N2[C@@H](CO)[C@H](c3ccc(C#Cc4cccc(F)c4)cc3)[C@@H]2C1,0.2,x,-8,0
CN(C)C(=O)[C@@H]1[C@@H](CO)[C@@H]2Cn3c(cccc3=O)[C@@H]2N1CCc1ccccc1,0.6,11,-5,-5
O=C(Nc1cccc(F)c1)N[C@@H]1CC[C@H](CCn2cc(Cc3ccccc3)nn2)O[C@H]1CO,2.1,15,-4,-28
O=C(C[C@@H]1CC[C@H](NC(=O)Nc2ccc(C(F)(F)F)cc2)[C@H](CO)O1)NCc1cccc(F)c1,-0.6,-12,-4,-1
C[C@H](CO)N1C[C@H](C)[C@H](CN(C)Cc2ccccc2)Oc2ncc(-c3cccnc3)cc2C1=O,0.4,8,x,24
CCC(=O)N1CC2(CCN(S(C)(=O)=O)CC2)c2c(n(C)c3cc(OC)ccc23)[C@@H]1CO,0.0,x,5,25
C[C@@H]1CN([C@H](C)CO)C(=O)c2cc(C3=CCCCC3)cnc2O[C@@H]1CN(C)C(=O)c1cccc(F)c1,1.3,36,-2,-27
CCCNC(=O)C[C@H]1CC[C@H]2[C@@H](COc3ccc(NC(=O)C4CCCC4)cc3C(=O)N2C)O1,-1.3,x,2,18
COC(=O)C[C@@H]1CC[C@H]2[C@H](COc3ccc(NS(=O)(=O)c4cccc(F)c4)cc3C(=O)N2C)O1,0.0,40,2,3
CCCNC(=O)N(C)C[C@H]1Oc2cc(C#CC3CC3)ccc2S(=O)(=O)N([C@@H](C)CO)C[C@@H]1C,-1.1,27,-2,-7
CO[C@H]1CN(C)C(=O)c2cc(NS(C)(=O)=O)ccc2OC[C@H](C)N(S(C)(=O)=O)C[C@H]1C,0.0,4,0,14
COc1cccc(C#Cc2ccc([C@H]3[C@@H](CO)N4C(=O)CN(C(=O)c5ccccc5)C[C@@H]34)cc2)c1,-0.1,x,-10,-11
CCCC#Cc1cnc2c(c1)C(=O)N([C@H](C)CO)C[C@H](C)[C@@H](CN(C)C)O2,1.8,-34,-1,-28
C[C@@H]1CCCCO[C@H](CN(C)C)[C@@H](C)CN([C@@H](C)CO)C(=O)c2cc(NC(=O)Nc3ccc4c(c3)OCO4)ccc2O1,0.5,31,-1,20
CO[C@H]1CN(C)C(=O)c2ccc(NC(=O)Nc3ccc4c(c3)OCO4)cc2OC[C@H](C)NC[C@H]1C,3.4,24,-11,1
CCNC(=O)[C@@H]1[C@@H](CO)[C@@H]2Cn3c(ccc(-c4ccccc4)c3=O)[C@@H]2N1Cc1cc(F)ccc1F,2.3,37,0,-6
C[C@@H]1CN([C@@H](C)CO)C(=O)c2cc(NC(=O)Nc3ccc(F)cc3)ccc2O[C@@H](C)CCCCO[C@H]1CN(C)Cc1ccc(Cl)c(Cl)c1,-2.6,103*,x,-68
C[C@H](CO)N1C[C@H](C)[C@@H](CN(C)S(=O)(=O)c2ccc(Cl)cc2)Oc2c(cccc2N(C)C)C1=O,-0.6,x,5&4,-35
COc1ccccc1-c1ccc([C@H]2[C@@H](CO)N3CCCCN(C(=O)c4cccnc4)C[C@@H]23)cc1,-1.3,88,-2,5
COc1ccccc1CNC(=O)C[C@H]1CC[C@@H](NC(C)=O)[C@H](CO)O1,-0.7,-42,2,2
CN(C)C(=O)[C@H]1[C@H](CO)[C@H]2Cn3c(cccc3=O)[C@H]2N1C(=O)C1CCCC1,9.4,x,0,33
CCC(=O)N1C[C@@H](C)[C@H](OC)CN(C)C(=O)c2cc(NC(=O)NC3CCCC3)ccc2OC[C@H]1C,2.6,x,-10,14

# One compound at a time, from the list above. Screens in order: GASC1 inh | T cruzi growth | C diff HTS | Pf Dd2 inh
# COc1ccccc1-c1ccc([C@H]2[C@@H](CO)N3CCCCN(C(=O)c4cccnc4)C[C@@H]23)cc1 in the list: -1.3 | 88 | -2 | 5
# C[C@H](CO)N1C[C@H](C)[C@@H](CN(C)S(=O)(=O)c2ccc(Cl)cc2)Oc2c(cccc2N(C)C)C1=O in the list: -0.6 | x | 5&4 | -35

# Among those listed so far, two have a Cl atom:
SMILES,GASC1 inh,T cruzi growth,C diff HTS,Pf Dd2 inh
C[C@@H]1CN([C@@H](C)CO)C(=O)c2cc(NC(=O)Nc3ccc(F)cc3)ccc2O[C@@H](C)CCCCO[C@H]1CN(C)Cc1ccc(Cl)c(Cl)c1,-2.6,103*,x,-68
C[C@H](CO)N1C[C@H](C)[C@@H](CN(C)S(=O)(=O)c2ccc(Cl)cc2)Oc2c(cccc2N(C)C)C1=O,-0.6,x,5&4,-35

# New compounds follow:
SMILES,GASC1 inh,T cruzi growth,C diff HTS,Pf Dd2 inh
Cc1noc(C)c1S(=O)(=O)Nc1ccc2c(c1)C(=O)N([C@H](C)CO)C[C@H](C)[C@@H](CN(C)C(=O)Nc1cccc3ccccc13)OCCCC[C@H](C)O2,-6.4,82,2,-68
NCC[C@@H]1CC[C@@H](NC(=O)Nc2ccc(F)cc2)[C@@H](CO)O1,-1.5,-45,2,23
C[C@H](CO)N1C[C@H](C)[C@@H](CN(C)Cc2ccc(C(=O)O)cc2)Oc2ccc(NC(=O)C3CCCCC3)cc2C1=O,1.8,-10,-5,23
CN1c2ccc(-c3ccc(F)cc3)cc2[C@H]2[C@H](CCN2C(=O)c2ccc(F)cc2)[C@@H]1CO,4.6,x,27,-62
Cc1ccc(S(=O)(=O)Nc2ccc3c(c2)C(=O)N([C@@H](C)CO)C[C@@H](C)[C@H](CN(C)Cc2ccccc2)OCCCC[C@H](C)O3)cc1,-0.3,x,3,-16
C[C@@H]1CN([C@H](C)CO)C(=O)c2cccc(NS(C)(=O)=O)c2O[C@@H]1CN(C)Cc1ccncc1,-0.9,39,-1,5
O=C(NCC[C@H]1CC[C@H](NC(=O)c2cnccn2)[C@H](CO)O1)Nc1ccc(Cl)cc1,1.1,16,-4,4
CC(C)NC(=O)Nc1ccc2c(c1)C(=O)N([C@@H](C)CO)C[C@H](C)[C@@H](CN(C)C(=O)Nc1ccc3c(c1)OCO3)OCCCC[C@@H](C)O2,1.9,-23,8,-11
C[C@@H]1CN([C@@H](C)CO)C(=O)c2cc(NS(C)(=O)=O)ccc2O[C@@H]1CN(C)S(=O)(=O)c1cn(C)cn1,-0.9,-43,x,23
COc1cccc(NC(=O)N(C)C[C@@H]2OCc3cn(nn3)CCCC(=O)N([C@@H](C)CO)C[C@H]2C)c1,1.5,-4&-68,2,7&-16
COc1ccc2c3c([nH]c2c1)[C@H](CO)N(Cc1ccccc1Cl)CC31CN(C(=O)C2CC2)C1,-1.4,x,11,-92*
Cc1ccc(-c2ccc3c(c2)O[C@H](CN(C)C(=O)NC(C)C)[C@H](C)CN([C@@H](C)CO)S3(=O)=O)cc1,-2.3,35,-7,20
CCCNC(=O)N1CCC2(CC1)CN(C(=O)CCC)[C@@H](CO)c1[nH]c3cc(OC)ccc3c12,-0.1,x,0,5
C[C@H]1CN([C@@H](C)CO)C(=O)c2cccc(NC(=O)c3nc4ccccc4s3)c2O[C@H]1CN(C)S(=O)(=O)c1ccc(F)cc1,2.3,82,0,-31
C[C@@H]1CN([C@@H](C)CO)C(=O)Cc2cc(NS(=O)(=O)c3cccs3)ccc2O[C@H]1CN(C)Cc1ccc(C(F)(F)F)cc1,-0.1,58,64,-2
COc1ccc(S(=O)(=O)Nc2ccc3c(c2)C(=O)N([C@@H](C)CO)C[C@@H](C)[C@H](CN(C)Cc2ccc(-c4ccccc4)cc2)O3)cc1,-0.2,92,19,-3
C[C@H]1CN([C@@H](C)CO)S(=O)(=O)c2ccc(-c3ccccc3)cc2O[C@H]1CN(C)C(=O)Cc1ccccc1,-0.5,x,3,-27
Cc1noc(C)c1S(=O)(=O)Nc1ccc2c(c1)C(=O)N([C@@H](C)CO)C[C@@H](C)[C@@H](CN(C)S(=O)(=O)c1ccc(Cl)cc1)OCCCC[C@@H](C)O2,-1.1,75,8,-77
C[C@@H](NC(=O)C[C@H]1CC[C@@H]2[C@H](COC[C@H](O)CN2C)O1)c1ccccc1,-0.1,9,-4&-8,22
Cc1ccccc1S(=O)(=O)N1[C@@H]2CNC[C@H]1C2c1ccc(-c2cncnc2)cc1 (some centres not stated),0.5&-0.1,x,-3&-8,21&-14
C[C@@H]1CN([C@H](C)CO)C(=O)c2cc(C#Cc3ccccc3)cnc2O[C@@H]1CN(C)CC1CCOCC1,1.1,1,7,-28
C/C=C/c1ccc2c(c1)[C@@H]1[C@@H](CCN1C(=O)Cc1cccnc1)[C@@H](CO)N2C,-0.1,40,1,26
C/C=C/c1ccc([C@H]2[C@@H](CO)N(C(C)=O)[C@H]2CN(C)S(=O)(=O)CC)cc1,-2.9,x,-4,-9
C[C@H]1CCCCO[C@@H](CN(C)C(=O)Nc2ccc(C(F)(F)F)cc2)[C@@H](C)CN([C@@H](C)CO)C(=O)c2cc(NC(=O)CCC(F)(F)F)ccc2O1,-0.9,u,0,-58
O=C(Nc1ccccc1)N1C[C@@H]2[C@H](c3ccccc31)[C@H](CO)N2Cc1ccccc1Cl,-0.3,u,4,-4
# (more compounds)
SMILES,GASC1 inh,T cruzi growth,C diff HTS,Pf Dd2 inh
CCCNC(=O)Nc1ccc2c(c1)C(=O)N(C)C[C@H](OC)[C@@H](C)CN[C@H](C)CO2,0.2,-43,x,46
C[C@H](CO)N1C[C@H](C)[C@H](CN(C)C(=O)[C@H](C)c2ccccc2)OCc2ccccc2-c2c(n(C)c3ccccc23)C1=O,-0.2,x,5,-91*
O=C(N[C@@H]1CC[C@H](CCn2cc(C3(O)CCCC3)nn2)O[C@H]1CO)C1CCCC1,1.4,x,0,8
C[C@@H]1CCCCO[C@H](CN(C)C(=O)Nc2ccccc2)[C@H](C)CN([C@@H](C)CO)C(=O)c2cc(NS(=O)(=O)c3ccc(F)cc3)ccc2O1,0.0,85,4,-61
CO[C@H]1CN(C)C(=O)c2cc(NC(C)=O)ccc2OC[C@@H](C)N(Cc2cncnc2)C[C@@H]1C,0.6,-14,x,28
COc1cccc(S(=O)(=O)N2C[C@H](O)COC[C@@H]3O[C@@H](CC(=O)N4CCN(C)CC4)CC[C@H]32)c1,1.0,25,x,9
O=S(=O)(N[C@@H]1CC[C@H](CCn2cc(C3CC3)nn2)O[C@@H]1CO)c1ccc(F)cc1,-0.3,-35,x,-3
CC(C)NC(=O)N(C)C[C@@H]1Oc2c(NC(=O)c3ccc(-c4nccs4)cc3)cccc2C(=O)N([C@H](C)CO)C[C@@H]1C,-2.2,-1,-3,1
CNC[C@H]1OCc2cnnn2CCCC(=O)N([C@@H](C)CO)C[C@H]1C,-2.2,120*,5,1
CC=Cc1ccc2n(c1=O)C[C@H]1[C@H](CO)[C@@H](C(=O)NCCC)[C@@H]2N1C(=O)C1CC1 (mixture of isomers),0.0,112*,-4,-2
Cc1noc(C)c1S(=O)(=O)N(C)C[C@H]1Oc2ccc(NS(=O)(=O)c3ccc(Cl)cc3)cc2CC(=O)N([C@H](C)CO)C[C@H]1C,-2.9,39,-13,-10
C[C@H]1CN([C@@H](C)CO)S(=O)(=O)c2ccc(C3=CCCCC3)cc2O[C@H]1CN(C)C(=O)C1CCOCC1,0.0,x,3,-27
CO[C@@H]1CN(C)C(=O)c2ccc(NS(C)(=O)=O)cc2OC[C@@H](C)N(S(=O)(=O)CC(F)(F)F)C[C@H]1C,4.4,24,x,2
COc1ccccc1C#Cc1ccc2c(c1)O[C@@H](CN(C)Cc1ccncc1)[C@@H](C)CN([C@H](C)CO)S2(=O)=O,-0.6,98*,4,-78

# 2 entries drawn at random from the list so far:
SMILES,GASC1 inh,T cruzi growth,C diff HTS,Pf Dd2 inh
O=C(Nc1cccc(F)c1)N[C@@H]1CC[C@H](CCn2cc(Cc3ccccc3)nn2)O[C@H]1CO,2.1,15,-4,-28
C[C@@H]1CN([C@H](C)CO)C(=O)c2cc(C#Cc3ccccc3)cnc2O[C@@H]1CN(C)CC1CCOCC1,1.1,1,7,-28

# From PubChem
